DYRK1A inh – Dyrk1A (rat) kinase inhibition; hit rate 0.43% among 310,000; ADP-Glo luminescence, NFATc1 peptide; Q63470; inhibition, % at 12.5 µM; in the data active = inhibition above about 50%;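 note: plate controls were vehicle with enzyme for no effect and no enzyme for full effect; many of its hits are not listed in these tables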
KCNK3 inh – human KCNK3 channel inhibition, primary screen. O14649. CHO-KCNK3 thallium flux, FluxOR fluorescence; hits give low values. B-score at 10 µM. hit rate 0.84% among 340,000;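 active = B-score under library mean minus 4 SD, starting fluorescence ratio at most library mean plus 5 SD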;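 note: more negative B-score means stronger inhibition of thallium flux through KCNK3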
Target sequence (O14649 whole entry, looked up): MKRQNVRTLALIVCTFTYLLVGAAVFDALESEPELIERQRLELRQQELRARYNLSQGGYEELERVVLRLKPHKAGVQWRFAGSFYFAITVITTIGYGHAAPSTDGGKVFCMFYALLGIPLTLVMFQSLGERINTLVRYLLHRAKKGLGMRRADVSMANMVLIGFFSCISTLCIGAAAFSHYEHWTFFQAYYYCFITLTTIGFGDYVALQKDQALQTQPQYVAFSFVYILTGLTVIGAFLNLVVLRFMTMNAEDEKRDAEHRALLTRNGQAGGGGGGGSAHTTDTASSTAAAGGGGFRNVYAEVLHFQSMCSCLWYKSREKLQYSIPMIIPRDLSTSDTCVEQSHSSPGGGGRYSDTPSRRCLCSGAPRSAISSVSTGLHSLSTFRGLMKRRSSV
KCNQ1 block – inhibitors of human KCNQ1 potassium channel. P51787. CHO-K1 KCNQ1, FluxOR thallium flux fluorescence; hits give high values. B-score at 10 µM. hit rate 1.3% among 310,000. AID 2642;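 active = compounds whose thallium flux B-score, printed positive for inhibition, exceeds three library SD while starting fluorescence stays within three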;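 note: channel opened by potassium depolarization with thallium stimulus after 20 min compound exposure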
TRPC4 PAM – allosterically enhances the mouse TRPC4 cation channel; Q9QUQ5; HEK293 TRPC4beta/mu-opioid, DAMGO EC20, Fluo-4 Ca2+ flux; hits give high values; B-score at 10 µM; hit rate 0.42% among 310,000; AID 2227;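 active = B-score of calcium response area above 5 SD of library B-scores, with initial fluorescence ratio within 5 SD of library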;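 note: B-score of integrated fluorescence ratio over time as area under calcium response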
TRPC4 inh – blocks the mouse TRPC4 cation channel; Q9QUQ5; HEK293 TRPC4beta/mu-opioid, DAMGO-evoked Fluo4 calcium flux; hits give low values; B-score at 10 µM; hit rate 0.39% among 300,000; AID 2247;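 active = B-score over 3 SD under the library average, no early fluorescence shift, positive overall ratio signal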
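test system = HEK293 cells with stable TRPC4beta plus mu-opioid receptor expression | detection = Fluo4 Ca2+ flux fluorescence | read-out = integrated fluorescence ratio relative to baseline, converted to per-well B score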
TRPC4 agonist – opens the mouse TRPC4 cation channel; HEK293 TRPC4beta/mu-opioid, Fluo4 calcium fluorescence; hits give high values; AID 2237; B-score at 10 µM; Q9QUQ5; hit rate 0.49% among 310,000;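 active = B-score above 5 SD of library B-scores, and initial fluorescence ratio not above library mean plus 5 SD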;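 note: positive B-score marks a calcium rise read as TRPC4 activation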
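Incubation: 45 min room-temperature Fluo4 loading, 110 s read / System: HEK293 cells stably co-expressing mouse TRPC4beta and mu-opioid receptor / Signal: Fluo4 fluorescence, kinetic / Control set: buffer (low) and maximal DAMGO (high) / Measure: integrated baseline-normalised fluorescence ratio, converted to per-well B score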
KCNQ1 act – human KCNQ1 channel potentiation or activation; P51787; CHO-K1 KCNQ1, thallium flux FluxOR fluorescence; hits give high values; B-score at 10 µM; hit rate 0.35% among 310,000; AID 2648;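 active = fluorescence ratio B-score, a plate-corrected score, at least three library SD, with initial intensity B-score within 5 SD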
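Material: CHO-K1 cells stably expressing KCNQ1. Medium: assay buffer for compound exposure, DMSO matched across wells. Reagent: K+/Tl+ depolarizing stimulus. Compound dosing: single-concentration screen. Times: 37 °C overnight plating, 90-min dark dye load, 20-min compound pretreatment. Technique: FluxOR Tl+ flux fluorescence.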
Platelet DG rel – modulates dense granule release in human platelets. AID 1663. hit rate 0.22% among 300,000. human platelet-rich plasma, SFLLRN dense granule ATP release, luminescence. inhibition, %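 (compounds screened at 7.5 µM in platelet-rich plasma)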;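 active = mean replicate score, as percent of positive control, at or above 50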
hERG protect – shields human hERG channel from block by proarrhythmic agents. CHO-hERG, FluxOR thallium flux, dofetilide IC70 present. activation (rescue from dofetilide block), less the hit threshold, % at 10 µM. hit rate 0.51% among 310,000;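 active = activation above the mean of controls blocked by dofetilide plus 5 SD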;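 note: thallium influx through hERG after potassium depolarization seen as dye fluorescence rise; in these data hits start at about 4.7%; inactives centre near -7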
KCNK9 inh – blocks the human KCNK9 two-pore domain potassium channel; hit rate 1.2% among 310,000; B-score at 10 µM; HEK293 KCNK9, FluxOR thallium flux fluorescence; hits give low values; Q9NPC2;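 active = ratio B-score over 3 SD below the library mean, with starting fluorescence within 5 SD of its mean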;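 note: negative B-score means less thallium flux so channel inhibition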
Target sequence (Q9NPC2 whole entry, looked up, the tested form may be a part): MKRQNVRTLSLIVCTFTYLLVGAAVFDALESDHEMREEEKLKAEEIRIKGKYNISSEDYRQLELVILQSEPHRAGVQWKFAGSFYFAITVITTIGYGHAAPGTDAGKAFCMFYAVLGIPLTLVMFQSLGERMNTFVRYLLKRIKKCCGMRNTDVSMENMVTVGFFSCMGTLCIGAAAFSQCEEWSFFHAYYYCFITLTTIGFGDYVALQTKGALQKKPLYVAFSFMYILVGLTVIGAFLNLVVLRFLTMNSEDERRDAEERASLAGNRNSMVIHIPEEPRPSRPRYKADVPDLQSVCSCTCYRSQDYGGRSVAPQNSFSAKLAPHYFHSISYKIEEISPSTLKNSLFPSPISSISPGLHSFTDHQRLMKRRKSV
PolyA inh – blocks polyadenylation in yeast reporter cells. calls only at 12 µM. AID 1875. hit rate 0.02% among 300,000. S. cerevisiae SKY197-pL101 polyadenylation reporter, beta-gal luminescence; efflux-impaired pdr1/pdr3 knockout yeast; score 100 = 6 SD above DMSO;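 active = lowest replicate activity score at least 50, where 100 means six control SD above control mean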;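 note: yeast exposed to compound for 9 h at 30 °C; higher score means more reporter readthrough which indicates perturbed polyadenylation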
* hit, by the source's call; i = inactive; x = no result given. An excerpt; rates above refer to the full screens.

Under each structure – DYRK1A inh, KCNK3 inh, KCNQ1 block, TRPC4 PAM, TRPC4 inh, TRPC4 agonist, KCNQ1 act, Platelet DG rel, hERG protect, KCNK9 inh, PolyA inh
- FC(F)(F)C1=CC(c2ccccc2)=NCCN1
 : 0.3, i, i, i, i, i, i, -12.2, -12.4, i, i
- CCN1CCN(C(=O)C2CCN(Cc3cc(Cl)ccc3O)CC2)CC1
 : -6.1, i, i, i, i, i, i, -2.6, -10.5, i, x
- Cn1c(SCc2n[nH]c(=S)o2)nnc1-c1ccccc1
 : -5.0, i, i, i, i, i, i, -0.5, -6.9, i, i
- Cc1ccccc1CN(CC1CCC(C(=O)O)CC1)C(=S)Nc1ccccc1F (stereo not given)
 : -5.9, i, i, i, x, i, i, 11.7, -1.7, i, i
- Cc1cc(C)c(S(=O)(=O)/N=C2\C=C(Nc3ccc(C(=O)O)cc3)C(=O)c3ccccc32)c(C)c1
 : 69.1*, i, i, i, i, i, i, 5.3, -17.5, i, i
- Cn1c(=O)n(Cc2ccc(Cl)cc2)c(=O)c2c1nc1n2CCN1Cc1ccco1
 : -1.6, i, i, i, i, i, i, -1.0, -14.8, i, i
- COC(=O)CC1C(=O)NCCN1C(=O)Nc1cccc(Cl)c1 (stereo not given)
 : 8.5, i, i, i, i, i, i, -0.5, -12.5, i, i
- CCOC(=O)c1cccnc1SCC(=O)NCc1ccccc1
 : 0.5, i, i, i, i, i, i, -17.6, -3.1, i, i
- COCc1[nH]nc2c1C(c1c(F)cccc1Cl)C(C#N)=C(N)O2 (stereo not given)
 : 4.7, i, i, i, i, i, i, x, -2.1, i, x
- CS(=O)(=O)c1ccc(Cl)c(NC(=O)COC(=O)c2ccc(-n3cnnn3)cc2)c1
 : -4.1, i, i, i, i, i, i, 2.5, -3.4, i, i
- CCOC(=O)CCSc1nc(C)c2cc(C)ccc2n1
 : 8.0, i, i, i, i, i, i, -5.7, -10.6, i, i
- CN(CC(=O)NCc1ccc(F)cc1)S(=O)(=O)c1ccc(Br)s1
 : 2.4, i, i, i, i, i, i, 21.5, -13.9, i, i
- NC(=O)C1CCN(C(=O)c2ccc3ccccc3c2)CC1
 : 2.8, i, i, i, i, i, i, -2.5, -2.6, i, i
- O=C1CCC(=O)N1c1nc2n(n1)C(c1ccccc1)C=C(c1ccc(Br)cc1)N2 (stereo not given)
 : 0.8, i, i, i, i, i, i, 3.0, -7.8, i, i
- CCOC(=O)c1ccccc1NS(=O)(=O)c1ccccc1
 : 1.8, i, i, i, i, i, i, 10.8, -5.5, i, i
- Cc1ccc(S(=O)(=O)N2CCCCC2)cc1C(=O)N(C)CC(=O)Nc1ccc(Cl)c(C(F)(F)F)c1
 : -2.5, i, i, i, i, i, i, 18.3, -15.1, i, i
- N/C(=N\OC(=O)/C=C/c1ccccc1)c1ccc(Br)cc1
 : 0.3, i, i, i, i, i, i, 9.7, -3.7, i, i
- O=C1c2cnc3nc(SCc4ccc(Cl)cc4)nn3c2CC2c3ccccc3CCN12 (stereo not given)
 : 4.7, i, i, i, i, i, i, 0.7, -17.4, i, i
- CN(C)CCCN(C(=O)c1ccc(Cl)s1)c1nc2cc3c(cc2s1)OCO3
 : -1.4, i, i, i, i, 100*, i, -1.1, -10.4, i, i
- COc1ccc(C2C(C)C3(O)CC(C#N)(C(=O)N3)C2(C#N)C#N)cc1 (stereo not given)
 : -5.8, i, i, i, i, i, i, 1.6, -7.2, i, i
- CC(=O)N(c1ccc(Cl)cc1)c1c[nH]c2ccccc12
 : 6.3, i, i, i, -6*, i, i, 19.8, -2.0, i, i
- CS(=O)(=O)Nc1ccccc1C(=O)Nc1cccc(Cl)c1
 : -7.9, i, i, i, i, i, i, -0.7, -3.0, i, i
- NC(=O)c1ccccc1NC(=O)CC12CC3CC(CC(C3)C1)C2
 : 0.2, i, i, i, i, i, i, 6.3, -4.2, i, i
- C=CCn1c(SCC(=O)NC2CCS(=O)(=O)C2)nc2sc(CC)cc2c1=O (stereo not given)
 : -1.5, i, i, i, i, i, i, -3.1, -4.0, i, i
- COc1cc(/C=N/n2c(C)nnc2C)cc(OC)c1OC
 : -2.7, i, i, i, i, i, i, -39.9, -7.5, i, i
- O=S(=O)(Oc1ccccc1)c1cccnc1
 : 18.1, i, i, i, i, i, i, 2.8, -7.9, i, i
- COc1cccc(OC)c1C(=O)Nc1cccc(NC(=O)c2cccs2)c1
 : 3.5, i, i, i, i, i, i, 3.4, -9.8, -10.6*, i
- CCOc1cc(/C=N\Nc2ncc(F)c(N3CCOCC3)n2)ccc1Oc1nc(Cl)ncc1F
 : x, i, i, i, i, i, i, 10.2, -13.2, i, i
- COc1ccccc1CNC(=O)CCNC(=O)Cn1cnc2ccccc2c1=O
 : -7.2, i, i, i, i, i, i, 1.9, -1.0, i, i
- COc1ccccc1CCNC(=O)CCn1nc(C)c2c(C)n(-c3ccccc3)nc2c1=O
 : -2.2, i, i, i, i, i, i, -4.7, -13.7, i, i
- O=C(NC(=S)NCc1ccccc1)c1cccc([N+](=O)[O-])c1
 : -3.4, i, i, i, i, i, i, -1.5, 0.6, i, i
- CCCc1cc(=O)[nH]c(SCC(=O)c2cc(C)n(C)c2C)n1
 : -2.8, i, i, i, i, i, i, 7.4, -4.2, i, i
- CCOC(=O)/C=C/c1ccc(C(F)(F)F)cc1S(=O)(=O)NC(C)(C)C
 : -0.4, i, i, i, i, i, i, 0.7, -8.0, i, i
- CN(CC(=O)NC1CC1)S(=O)(=O)c1ccc(F)cc1
 : -1.6, i, i, i, i, i, i, -2.0, -10.0, i, i
- CCOc1ccccc1N1CCN(C(=O)CCCc2nc3ccccc3s2)CC1
 : 2.3, i, i, i, i, i, i, 8.1, -14.7, i, i
- CN(Cc1ccccc1)C(=O)c1ccc([N+](=O)[O-])o1
 : -2.8, i, i, i, i, i, i, 1.3, -3.0, i, i
- Cc1ccccc1C(=O)Nc1ccc(S(=O)(=O)N2CC(C)OC(C)C2)cc1 (stereo not given)
 : -3.9, i, i, i, i, i, i, 2.9, -8.6, i, i
- CN(C)C(=O)c1cc(C(=O)c2c(F)cccc2F)c[nH]1
 : 4.9, i, i, i, i, i, i, -4.4, -6.3, i, i
- CC(=O)Nc1ccc(S(=O)(=O)N2CCNC(=O)CC2)cc1
 : -1.9, i, i, i, i, i, i, -5.2, -4.7, i, i
- CC1CN(CCS(=O)(=O)c2cc(Cl)ccc2Cl)CC(C)O1 (stereo not given)
 : -6.7, i, i, i, i, i, i, 2.2, -4.5, i, i
- NC(=O)Oc1cccc(OC(N)=O)c1
 : -5.9, i, i, i, i, i, i, 3.0, -4.0, i, i
- Cc1cc(Cl)c(OCCCn2ccnc2)c(Br)c1
 : 6.5, i, i, i, i, i, i, 0.5, -10.3, i, i
- CCCNC1=CC(=O)CC(C)(C)C1
 : -1.8, i, i, i, i, i, i, -14.0, -1.5, i, i
- CCCCCCn1c(CN2CCCC(C)C2)nc2c1c(=O)n(C)c(=O)n2C (stereo not given)
 : -5.4, i, i, i, i, i, i, 0.4, -12.5, i, i
- c1ccc(-n2nnnc2N2CCOCC2)cc1
 : -4.1, i, i, i, i, i, i, x, -2.1, i, x
- CCN(CC)c1ccc(-c2nn3c(-c4n[nH]c5c4CCC5)nnc3s2)cc1
 : 7.1, -9.01*, i, i, i, i, i, 4.4, -11.9, -14.1*, i
- O=C(CCl)NN1C(=O)NC2(CCCCC2)C1=O
 : 4.1, i, i, i, i, i, i, 0.9, -15.2, i, i
- O=C(O)CC1c2ccccc2CCN1S(=O)(=O)c1ccccc1 (stereo not given)
 : x, i, i, i, i, i, i, 1.9, -6.1, i, i
- COCCNC(=O)C(c1ccccc1C)N(C(=O)Cn1nnc2ccccc21)c1cccnc1 (stereo not given)
 : 1.4, i, i, i, i, i, i, 4.1, 1.6, i, i
- CC1C(=O)Nc2ccc(S(=O)(=O)N3CCN(c4cccc(Cl)c4)CC3)cc2NC1=O (stereo not given)
 : -2.3, i, i, i, i, i, i, -1.3, -7.0, i, i

Other records:
Under each structure – DYRK1A inh, KCNK3 inh, KCNQ1 block, TRPC4 PAM, TRPC4 inh, TRPC4 agonist, KCNQ1 act, Platelet DG rel, hERG protect, KCNK9 inh, PolyA inh
- COc1cccc(NC(=O)N(Cc2cc3cc(C)cc(C)c3[nH]c2=O)CC2COCCO2)c1 (stereo not given)
 : 7.2, i, i, i, i, i, i, x, -11.4, i, i
- CCC(=O)Nc1c(C)cc(C)cc1Cl
 : 0.7, i, i, i, i, i, i, -4.8, -6.1, i, i
- CC(C)CNC(=O)c1c(N)n(/N=C/c2ccccn2)c2nc3ccccc3nc12
 : -0.7, i, i, i, i, i, i, 1.6, -4.6, i, i
- COc1ccccc1CNC(=O)CNC(=O)N1CC(=O)Nc2ccccc21
 : -2.5, i, i, i, i, i, i, 27.1, -9.8, i, i
- CC(C)c1nn2c(=O)cc(O)nc2s1
 : -6.2, i, i, i, i, i, i, 18.0, -12.5, i, i
- CC(C)CN(C(=O)c1ccc(=O)n(C)n1)c1c(N)n(Cc2ccccc2)c(=O)[nH]c1=O
 : 13.8, i, i, i, i, i, i, -2.8, -11.8, i, i
- Cc1ccccc1N=C1NC(=O)CS1
 : -2.4, i, i, i, i, i, i, -4.4, -5.1, i, i
- COc1ccccc1CCC(=O)Nc1ccc(S(=O)(=O)Nc2cc(C)nc(C)n2)cc1
 : 3.9, i, i, i, i, i, i, 3.1, -11.5, i, i
- COc1cc(CC(=O)OCC(=O)N2CCCCC2)cc(OC)c1OC
 : -0.4, i, i, i, i, i, i, 3.0, -8.0, i, x
- Cc1ccccc1C(=O)c1cccn1CC(=O)NCC(C)c1ccccc1 (stereo not given)
 : 0.8, i, i, i, i, i, i, -9.7, -8.0, i, i
- COc1ccc(C(c2c(C)n(C)n(-c3ccccc3)c2=O)c2c(C)n(C)n(-c3ccccc3)c2=O)cc1O
 : x, x, i, i, i, i, i, -1.5, -8.5, i, x
- Cc1nnc(NCc2ccncc2)c2ccccc12
 : 2.1, i, i, i, i, i, i, -1.4, -15.1, i, i
- C/C(=N/NC(=O)c1ccc(Cl)s1)c1ccc(NC(=O)COc2ccc(Cl)cc2)cc1
 : -3.5, i, i, i, i, i, i, x, -6.4, i, i
- CC(C)NC(=O)COCc1cc(-c2ccc3c(c2)OCO3)on1
 : 12.1, i, i, i, i, i, i, -4.2, -2.4, i, i
